TRPM1 prom inh: MITF TRPM1 promoter inhibition in SK-MEL-5 cells | inhibition, % at 12.5 µM | SK-MEL-5 TRPM1 promoter luciferase, 24 h | AID 488899 | 330,000 tested, 0.83% active;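 active means mean inhibition across replicates of 60% or more, whatever share of single replicates reaches that level; inconclusive means some that reach 60%, reason not given; inactive means mean inhibition across replicates below 60%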; further: values of inactives mirror those of a sister screen read the other way
Shn3 inh set2: reduces Shn3 3'UTR luciferase signal in osteoblasts; 360,000 tested, 0.52% active; Clone20 osteoblast Shn3 3'UTR firefly luciferase, 24 h; inhibition, % at 12.5 µM;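 active means mean inhibition of at least 75% with every replicate also reaching 75%; inconclusive means mean inhibition at least 75% but some replicate below; inactive means mean inhibition below 75%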;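 further: 0% = median of neutral control wells and 100% = pilot-screen positive control compound; some compounds past the cut are filed as inactive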
NR2E3 ag-1: activates human photoreceptor nuclear receptor NR2E3. Q9Y5X4. GST-NR2E3/biotin-RetCOR TR-FRET, 1536-well. inhibition of corepressor binding, % at 4.78 µM. 320,000 tested, 0.12% active. AID 2300;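 active means percent inhibition above the cutoff of mean plus 3 SD of all tested compounds, set per screening campaign, cut at about 20% in these data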;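 further: 0% = DMSO wells and 100% = biotin wells as full block of FRET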
Target sequence (Q9Y5X4 whole entry, looked up): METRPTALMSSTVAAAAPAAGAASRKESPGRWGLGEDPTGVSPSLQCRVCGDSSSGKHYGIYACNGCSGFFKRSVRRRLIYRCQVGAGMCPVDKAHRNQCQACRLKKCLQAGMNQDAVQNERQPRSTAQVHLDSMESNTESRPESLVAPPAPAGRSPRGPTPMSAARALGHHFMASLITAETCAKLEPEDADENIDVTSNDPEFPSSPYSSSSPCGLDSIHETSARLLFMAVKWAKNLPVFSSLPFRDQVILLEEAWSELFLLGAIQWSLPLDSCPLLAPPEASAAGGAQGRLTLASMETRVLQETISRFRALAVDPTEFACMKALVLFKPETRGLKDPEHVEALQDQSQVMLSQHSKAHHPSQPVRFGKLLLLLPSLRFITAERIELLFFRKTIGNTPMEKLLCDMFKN
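System: GST-tagged NR2E3 plus biotinylated RetCOR corepressor; Buffer or medium: pH 7.5 Tris-based buffer; Probe or stimulus: RetCOR corepressor, biotinylated, 7 nM; Doses: compound at 4.8 µM, single dose; Schedule: 5 h incubation at 4 °C; Technique: time-resolved FRET; Evaluation: percent inhibition of TR-FRET ratio; Replication: one well per compound, singlicate testing.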
Peg3 prom inh: Peg3 promoter activity inhibition | inhibition, % at 20 µM | HeLa PEG-Prom luciferase reporter, luminescence, overnight | 360,000 tested, 1.7% active;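 active means inhibition of at least 50% at 20 µM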
aDG glyco act: alpha-DG glycosylation activation | activation, % at 10 µM | Pro5-aDG cells, alpha-DG glycosylation AlphaScreen (IIH6); 0% Pro5, 100% B10-LARGE cell signal | 360,000 tested, 0.22% active;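 active means activation of at least 8% versus controls, or a plate z-score of at least 8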;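 further: Pro5 are CHO cells carrying HIG-tagged alpha-DG that lacks glycosylation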
TWEAK-Fn14 inh: TWEAK-Fn14 signaling inhibition; TWEAK-stimulated Fn14 reporter cells, luciferase luminescence, 8 h; inhibition, % at 10 µM; 360,000 tested, 2% active; in the data active means inhibition above about 50%
KKLEB cytotox: counter-screen for CF NF-kB inhibitors: cytotoxicity; KKLEB CF airway cells viability, ATPlite luminescence, overnight; stronger effect = lower value; cells stimulated with P. aeruginosa culture filtrate; activity change (cytotoxicity), % at 5 µM; 360,000 tested, 0.36% active; AID 602141;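 active means corrected activity change at or below -50% at 5 µM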
CF NFkB block: cystic fibrosis NF-kB activation inhibition; KKLEB NF-kB-GFP reporter, PAF-induced, GFP fluorescence overnight; inhibition, % at 5 µM; 360,000 tested, 0.86% active; AID 588850;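 active means at least 50% inhibition at 5 µM, scaled per plate between neutral and stimulator controls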;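 further: PAF is a Pseudomonas aeruginosa culture filtrate used as stimulus; plate controls were PAF-stimulated DMSO wells for no effect and unstimulated DMSO wells for full effect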
HIF-2a block: HIF-2a inhibition; 786-0 RCC cells HIF-2a reporter, luciferase luminescence, overnight; 360,000 tested, 0.72% active; inhibition, % at 18.8 µM; AID 624352;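 active means inhibition of the luminescence signal of 40% or more relative to plate controls, in a single-dose primary screen at 18.75 µM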
hiPSC survival: hiPSC single-cell survival enhancement. ATPlite luminescence; 100% = ROCK inhibitor wells, 0% = DMSO. survival enhancement, % at 20 µM. 360,000 tested, 0.044% active; in the data active means survival enhancement above about 18%;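 further: cells exposed to compounds for 16 hours before the ATP read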
NR2E3 ag-2: activates human NR2E3 receptor. Q9Y5X4. CHO-S Gal4-NCOR/VP16-NR2E3 two-hybrid, luciferase. inhibition of corepressor binding, % at 3.98 µM. 360,000 tested, 0.35% active. AID 602229;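 active means inhibition above the mean of all tested compounds plus 3 SD, cut at about 70% in these data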;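 further: 0% = DMSO with NR2E3 transfected cells and 100% = cells lacking NR2E3 construct; higher means lower luciferase signal from less NR2E3 corepressor binding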
Numbers without * were called inactive; u = inconclusive; x = no result given.

Each structure is followed by: TRPM1 prom inh, Shn3 inh set2, NR2E3 ag-1, Peg3 prom inh, aDG glyco act, TWEAK-Fn14 inh, KKLEB cytotox, CF NFkB block, HIF-2a block, hiPSC survival, NR2E3 ag-2
N#Cc1ccc(-c2nc3ccc(Cl)cn3c2Cc2ccsc2)cc1
  x, -28, x, -106, 1.8, -11, -13, -14, -146, 0.9, -15
O=C(Nc1cccnc1)C1CC(c2ccc(Cl)c(Cl)c2)=NO1 (stereo not drawn)
  8, 21, 2, 16, 0.4, -15, 0, -12, 5, 2.1, -11
COC(=O)c1ccc(CN2C(=O)c3ccccc3S2(=O)=O)cc1
  -14, 2, 2, 6, -0.1, 4, 9, 5, 2, 2.2, 1
Cc1cc(S(=O)(=O)N2CCCC2)ccc1OCC(=O)Nc1ccc(C(N)=O)cc1
  -8, 14, -1, 4, -0.1, -6, 2, -6, 9, -0.5, -13
Cn1c(=O)[nH]c(=O)c2c1ncn2CCN1CCCCC1
  8, -3, 2, 18, 0.0, 2, 1, -4, 3, -1.3, -3
CCOc1ccc(N2C(=O)CC(NC3CCN(C(=O)c4cccc(Cl)c4)CC3)C2=O)cc1 (stereo not drawn)
  10, -22, -1, 9, -0.2, 3, -2, -13, 1, -0.4, -10
COc1ccc2c(c1)C(=O)O[C@@H](c1ccccc1)C[C@@H](O)C(=O)CC2
  x, x, x, x, 0.2, -28, x, x, 1, 1.1, -10
CC(OC(=O)c1cc2c(s1)CCCCC2)C(=O)NC(N)=O (stereo not drawn)
  -33, -21, -2, -74, 0.1, -16, -14, -9, -61, 1.5, -43
CCc1cc2c(=O)c(-c3nc4ccccc4n3C)coc2c(CN2CCCC(C)C2)c1O (stereo not drawn)
  6, 20, 1, 2, 0.1, -11, -6, 12, 14, -0.6, 13
CCOC(=O)c1cccc(NC(=O)CCc2nc(-c3ccccc3F)no2)c1
  12, 11, 2, 8, 0.3, 13, 5, -5, 10, -1.3, -29
COc1ccc(C(=O)NCC(=O)N2CCN(c3ccccc3)CC2)cc1
  x, 1, 2, 15, -0.1, 9, 3, 2, 10, 0.7, -2
CCCc1nc(C)c(-c2ccc(OC)c(OC)c2)c(=O)[nH]1
  10, 8, 1, -9, 0.1, -4, -9, -9, 4, 2.4, -14
COc1ccc(C(C(=O)NCC2CCCO2)N(C(=O)CNC(=O)c2cccs2)c2ccccc2C)cc1OC (stereo not drawn)
  -3, -8, 4, 17, 0.0, -3, -6, 13, 9, -0.4, -13
Cc1cc2ncc(S(=O)(=O)c3ccccc3)c(N)n2n1
  15, -5, -2, 14, 6.3*, 27, -5, 18, 11, -0.7, 2
O=C(Nc1ccccn1)c1cccc(S(=O)(=O)N2CCCCC2)c1
  1, 3, 3, 1, 0.2, -14, 17, 0, -23, -1.5, -21
CC1CN(C(=S)c2cccc([N+](=O)[O-])c2)CC(C)O1 (stereo not drawn)
  -1, 12, -1, -6, 0.2, 5, 8, 0, 20, -1.7, -29
O=C(CNC(=O)c1ccc(Br)o1)Nc1ccc(F)c(S(=O)(=O)N2CCOCC2)c1
  16, 8, x, -6, -0.1, -1, -8, 20, 16, -0.5, -20
COc1cccc(CCNC(=O)c2cccc(NC(=O)C3=C(C)OCCS3)c2)c1
  8, 5, 1, 2, 0.6, -2, -1, -2, -5, 2.6, -5
O=C(Nc1ccccc1)N(CCCN1CCOCC1)Cc1ccccc1F
  4, 25, -3, 2, 0.3, 22, -6, 4, -13, 0.6, 3
O=[N+]([O-])c1ccc(Nc2ccccc2)nc1
  0, 8, 3, -28, -0.2, -7, -11, 6, -56, 1.8, -32
Cc1ccccc1/C=C1\SC(=S)N(/N=C/c2cc([N+](=O)[O-])ccc2O)C1=O
  16, 6, -4, 12, -0.4, 17, 2, -4, 1, 1.0, 1
COc1ccc(/C=C/C(=O)Oc2ccc(/C=N/NC(=O)COc3c(C)cccc3C)cc2)cc1
  2, -5, 1, 9, 2.1, 22, -18, -8, 15, -1.8, -35
COc1cccc(C(=O)NCCS(=O)(=O)N2CCC3(CC2)OCCO3)c1
  -7, -41, -2, -2, -0.2, 10, -16, 23, 4, -0.1, 0
Nc1c(C(=O)Nc2nc3ccccc3s2)sc2nc(-c3cccs3)ccc12
  u, 82, 7, 95*, 0.4, -2, -41, 12, -40, -2.1, -52
Cc1cc(C)c2[nH]c(=O)c(C(c3nnnn3Cc3ccc4c(c3)OCO4)N3CCCCC3)cc2c1 (stereo not drawn)
  12, -12, 3, -2, -0.2, 18, 13, -13, 20, -2.1, -13
CC[C@]12c3[nH]c4cc(-c5ccco5)ccc4c3CCN1C(=O)[C@@H](CC(=O)NCCCOC)C[C@@H]2C(=O)N1CCN(C(=O)c2ccco2)CC1
  -2, -2, x, -3, 0.1, -5, 25, -13, 6, 6.1, -12
CCOC(=O)C1=C(C)NC(=O)NC1c1cccs1 (stereo not drawn)
  7, -12, -2, 4, -0.4, 13, 9, -2, 18, -2.1, -15
COC(=O)CSC1=C(C#N)C(c2cccc(OC)c2)CC(=O)N1 (stereo not drawn)
  13, 4, -2, 26, 0.0, 15, -6, 1, 6, -0.5, -9
COc1ccc(OC)c2sc(N3CCN(c4ccccc4)CC3)nc12
  -8, 1, 0, -84, -0.2, -11, -2, 0, -80, -3.3, -9
Cc1ccc(S(=O)(=O)N2CCN(C(=O)c3ccccc3)C2C(C)C)cc1 (stereo not drawn)
  -11, -3, 4, -3, 0.0, 5, -2, 9, 12, 0.9, -2

Marked active in Peg3 prom inh, of those listed so far:
SMILES	TRPM1 prom inh	Shn3 inh set2	NR2E3 ag-1	Peg3 prom inh	aDG glyco act	TWEAK-Fn14 inh	CF NFkB block	HIF-2a block	NR2E3 ag-2
Nc1c(C(=O)Nc2nc3ccccc3s2)sc2nc(-c3cccs3)ccc12	u	82	7	95*	0.4	-2	12	-40	-52

Arranged by value in TRPM1 prom inh (lowest first): some entries from above
| smiles | TRPM1 prom inh |
| --- | --- |
| Cc1ccc(S(=O)(=O)N2CCN(C(=O)c3ccccc3)C2C(C)C)cc1 (stereo not drawn) | -11 |
| O=C(Nc1cccnc1)C1CC(c2ccc(Cl)c(Cl)c2)=NO1 (stereo not drawn) | 8 |
| CCOc1ccc(N2C(=O)CC(NC3CCN(C(=O)c4cccc(Cl)c4)CC3)C2=O)cc1 (stereo not drawn) | 10 |

Carrying on.
SMILES | TRPM1 prom inh | Shn3 inh set2 | NR2E3 ag-1 | Peg3 prom inh | aDG glyco act | TWEAK-Fn14 inh | KKLEB cytotox | CF NFkB block | HIF-2a block | hiPSC survival | NR2E3 ag-2
CCOC(=O)c1c(NC(=O)C2C3C=CC(C3)C2C(=O)O)sc2c1CCC(CC)C2 (stereo not drawn) | 4 | 5 | -2 | 20 | 0.0 | 24 | 1 | 2 | 14 | 3.6 | 15
COc1ccccc1CC(O)CC1c2c(cc3c(c2OC)OCO3)CCN1C (stereo not drawn) | -2 | 31 | x | -7 | 0.0 | 5 | 2 | -2 | 18 | 0.4 | 4
COC(=O)c1sc2nc(SCc3ccccc3C)n(N)c(=O)c2c1C | 4 | 8 | 3 | 7 | 0.2 | -31 | -8 | 13 | 8 | 3.2 | -11
O=c1[nH]c(C2CCN(S(=O)(=O)c3ccccc3C(F)(F)F)CC2)nc2c1nnn2Cc1cccc(F)c1 | 13 | 10 | 4 | 24 | 0.0 | 8 | -2 | -6 | 24 | -0.5 | -24
CCOC(=O)c1sc(NC(=O)CCCn2nc([N+](=O)[O-])c(Cl)c2C)c(C(=O)OCC)c1C | -4 | 82 | 7 | 16 | 0.2 | -29 | -14 | 0 | 5 | 0.5 | 3
COc1ccc(OC)c(-c2nnc(SCC(=O)N3CCCc4ccccc43)o2)c1 | 16 | 7 | -4 | 15 | 0.4 | -2 | 1 | 12 | 7 | -2.3 | -16
CCOC(=O)C1CCN(C(=O)Cn2nc(C)c3c(C)n(-c4ccccc4)nc3c2=O)CC1 | 15 | 2 | 2 | 7 | 0.0 | -9 | 15 | 10 | 13 | 0.1 | 4
O=C1CSC(c2cn(-c3ccccc3)nc2-c2ccccc2)N1Cc1ccco1 (stereo not drawn) | 3 | 17 | -6 | 33 | -0.4 | 26 | 2 | -8 | 21 | 5.9 | -36
CCCCCCN1C[C@H](O)[C@@H](n2cc(-c3ccc(F)cc3)nn2)C[C@@H]1c1ccccc1 | x | 53 | x | 26 | 0.4 | 6 | -7 | 16 | 18 | 4.0 | -2
COc1ccc(N2CCN(C(=O)c3ccc4c(Cl)c5c(nc4c3)CCCC5)CC2)cc1 | x | 1 | -1 | 22 | -0.2 | 6 | 3 | 0 | -6 | 0.7 | -38
O=C1CC(Nc2cc(=O)[nH]c(=O)[nH]2)C(=O)N1c1ccccc1Cl (stereo not drawn) | 2 | -17 | -2 | -18 | 0.0 | 0 | -12 | 18 | 22 | -0.4 | -9
CCCCC(=O)OC1CCC2C3CCc4cc(O)ccc4C3CCC12C (stereo not drawn) | 15 | 7 | x | 26 | -0.1 | 8 | -1 | 10 | -6 | 2.6 | 12
COc1ccc(NC(=O)CN2CCCC(C)C2)c([N+](=O)[O-])c1 (stereo not drawn) | 1 | 0 | 1 | -27 | -0.2 | 10 | 3 | -4 | -42 | -3.7 | -33
CC(C)Sc1nnc([C@H](C)NC(=O)OC(C)(C)C)o1 | -3 | 6 | -2 | -15 | 0.0 | 6 | -3 | -17 | 14 | 1.3 | -19
CC1CCCN(CCCNC(=O)c2ccc3c(c2)N(Cc2ccccc2F)C(=O)c2ccccc2S3(=O)=O)C1 (stereo not drawn) | 30 | -29 | 2 | 10 | 2.1 | 8 | -16 | 6 | 28 | 0.5 | -2
O=C(CNS(=O)(=O)c1ccc(Br)s1)NCc1ccc(F)cc1 | -4 | 0 | 2 | 10 | 0.1 | 32 | -8 | 0 | 3 | -0.7 | 0
CNC(=O)CSc1nc2nn(-c3ccccc3)c(=O)c-2c2n1CCCCC2 | -5 | -39 | 3 | 10 | -0.2 | 26 | -10 | -32 | 13 | 6.7 | -7
COc1cc(OC)c(C(=O)Nc2cc(S(=O)(=O)N3CCOCC3)ccc2N2CCOCC2)cc1OC | x | 0 | x | -3 | -0.6 | -27 | -4 | 1 | 21 | -2.5 | -4
S=c1[nH]c2cc(-c3ccccc3)ccc2o1 | -12 | -21 | 3 | -28 | 0.0 | -3 | -3 | 7 | -162 | -0.5 | -56

No enrichment for hits, and some 4.4% of all compounds hit somewhere here.
